From PubChem
FLuc act counter: affects firefly luciferase, flagging false hits in luciferase stimulation screens; P08659; ATPlite luciferase biochemical, luminescence, 10 min; 0 = ATP-free wells, 1 = DMSO control; activation factor at 10 µM; 200,000 tested, under 10 active; AID 1027;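 active = luciferase activation factor, scaled between plate controls, of at least 2 with compound at 10 µM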
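test system = cell-free luciferase reagent | medium = PBS as buffer for the ATP substrate | dosing = test compounds dosed from 2 mM stocks in 100% DMSO | incubation = 10 min at ambient temperature | detection = luminescence measurement of luciferase light output | benchmarks = low control with PBS replacing ATP, high control enzyme plus ATP without compound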
G6PDH CS: L. mesenteroides G6PDH inhibition counter-screen; Purified L. mesenteroides G6PDH, diaphorase/resazurin coupled fluorescence, 45 min; 200,000 compounds, 0.12% hits; inhibition, % at 5 µM; in the data active = inhibition above about 50%
TNAP act hiacc: increases human TNAP activity under high phosphate acceptor concentration; P05186; purified TNAP, CDP-star luminescence, 1 M DEA, 30 min; hits give high values; 0 = EDTA background, 1 = DMSO-only activity; activation factor at 20 µM; 200,000 tested, under 10 active;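 active = activation factor at least 2 at 20 µM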
Target sequence (P05186 whole entry, looked up): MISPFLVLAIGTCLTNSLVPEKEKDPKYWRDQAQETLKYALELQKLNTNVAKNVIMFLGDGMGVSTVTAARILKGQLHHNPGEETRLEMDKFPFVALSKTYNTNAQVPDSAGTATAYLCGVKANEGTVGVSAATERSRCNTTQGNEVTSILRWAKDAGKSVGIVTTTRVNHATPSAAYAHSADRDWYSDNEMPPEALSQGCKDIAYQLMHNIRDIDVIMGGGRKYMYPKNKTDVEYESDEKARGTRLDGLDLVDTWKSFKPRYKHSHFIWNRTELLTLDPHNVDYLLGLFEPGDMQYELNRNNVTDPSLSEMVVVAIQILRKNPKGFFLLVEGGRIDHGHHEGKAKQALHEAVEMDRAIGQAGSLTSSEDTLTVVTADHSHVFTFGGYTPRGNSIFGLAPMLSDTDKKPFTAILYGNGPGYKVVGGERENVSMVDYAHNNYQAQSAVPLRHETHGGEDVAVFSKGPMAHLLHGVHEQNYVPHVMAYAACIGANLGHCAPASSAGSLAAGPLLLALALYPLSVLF
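Measured by: Luminescent substrate turnover signal | Test system: Human TNAP | Input: TNAP 1/800 final | Dosing: 20 µM single point | Schedule: 30 min, room temperature | Controls: EDTA wells as negative control, DMSO wells as positive control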
TNAP inh hiacc: TNAP (human) inhibition, high acceptor; P05186; purified TNAP, CDP-star luminescence, 1 M DEA; inhibition, % at 20 µM; 200,000 compounds, 0.03% hits;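 active = over 50% inhibition of tissue-nonspecific alkaline phosphatase at 20 µM in the single-dose screen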;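 also: plate controls were DMSO wells for no effect and EDTA-quenched wells as full inhibition for full effect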
PMI act: phosphomannose isomerase (human) activation; P34949; AID 1214; purified human PMI, coupled resazurin fluorescence, 20 min; hits give high values; 1 = vehicle control, 0 substrate-free wells; 190,000 compounds, 0.005% hits; activation factor at 20 µM;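 active = activation factor of 2 or more at 20 µM, relative to plate controls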
Target sequence (P34949 whole entry, looked up): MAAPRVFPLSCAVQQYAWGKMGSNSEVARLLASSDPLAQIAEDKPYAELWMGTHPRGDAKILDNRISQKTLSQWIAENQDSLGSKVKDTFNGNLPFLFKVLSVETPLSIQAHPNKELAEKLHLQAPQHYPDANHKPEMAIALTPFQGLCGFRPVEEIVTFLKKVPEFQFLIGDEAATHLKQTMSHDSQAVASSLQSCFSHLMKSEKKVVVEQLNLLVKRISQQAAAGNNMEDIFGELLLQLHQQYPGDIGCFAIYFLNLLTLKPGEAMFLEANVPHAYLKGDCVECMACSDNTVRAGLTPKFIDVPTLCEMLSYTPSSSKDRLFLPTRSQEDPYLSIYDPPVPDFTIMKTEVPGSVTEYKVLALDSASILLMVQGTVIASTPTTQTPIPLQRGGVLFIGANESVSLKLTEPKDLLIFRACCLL
Efa HMGR inh: blocks class II HMG-CoA reductase of Enterococcus faecalis; 190,000 compounds, 0.41% hits; inhibition, % at 10 µM; AID 1066; purified E. faecalis HMGR, NADPH absorbance 340 nm kinetic;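 active = inhibition above a set limit, the median over all tested compounds plus 3 SD, cut at about 9.5% in these data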;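 also: enzyme runs in reverse so mevalonate oxidation gives rising NADPH absorbance; 0% = complete reaction with DMSO and 100% = background rate lacking mevalonate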
PMI act satM6P: PMI (human) activation, high substrate. 190,000 compounds, 0.34% hits. AID 1216. P34949. coupled PMI enzyme assay, resazurin fluorescence, 20 min; hits give high values; 1 = untreated enzyme, 0 = substrate-free blank. activation factor at 20 µM;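 active = activation factor of 2 or more at 20 µM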
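Test system: human phosphomannose isomerase with PGI, G6PDH, diaphorase coupling enzymes / Doses: 20 µM compound, 1% DMSO / Times: enzyme reaction with compound 20 min at room temperature / Measured by: Diaphorase-driven resazurin-to-resorufin fluorescence, excitation 544, emission 590 nm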
Diaph act CS: counter-screen for diaphorase-based assays: diaphorase activators and chemical reducers; 190,000 compounds, 0.005% hits; activation factor at 20 µM; Diaphorase/resazurin coupled assay, resorufin fluorescence, 16 min; hits give high values; 1 = vehicle wells, 0 = NADH-free wells; AID 1229;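 active = diaphorase activity raised at least twofold by the compound at 20 µM; inactive = activation factor below 2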
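Test system: Clostridium kluyveri diaphorase, purified enzyme; input: enzyme 0.07 U/mL final; buffer or medium: 50 mM HEPES pH 7.4 with 4.542 mM MgCl2, 0.005% Tween 20; also added: 0.114 mM NADH and 0.1 mM resazurin, final amounts; schedule: 16 min enzyme reaction, ambient temperature; technique: fluorescence of resorufin, 544 nm excitation, 590 nm emission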
Diaph inh CS: diaphorase inhibition or chemical oxidation counter-screen; inhibition, % at 20 µM; 190,000 compounds, 0.69% hits; diaphorase resazurin-to-resorufin fluorescence, NADH, 16 min; bacterial (C. kluyveri) enzyme, not human;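 active = primary screen inhibition at 20 µM above a set limit, cut at about 50% in these data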;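 also: plate controls were DMSO with full reaction for no effect and wells lacking NADH for full effect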
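Assay system: diaphorase enzyme from Clostridium kluyveri. Quantity: enzyme working solution with 0.14 U/mL diaphorase. Schedule: reaction incubation of 16 min at room temperature. Technique: resorufin fluorescence, excitation 544 nm, emission 590 nm. Controls: No-NADH positive control and DMSO neutral control.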
TNAP inh noacc: TNAP (human) inhibition, acceptor-free conditions | P05186 | purified TNAP, CDP-star luminescence, 30 min | inhibition, % at 20 µM | 200,000 compounds, 0.26% hits | AID 1012;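 active = tissue-nonspecific alkaline phosphatase inhibition above about 50% at 20 µM in the single-dose screen, limit read from the data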;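 also: 0% = DMSO negative control and 100% = EDTA positive control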
The depositor's hits bear a star; x = no result given; & = joins results of further samples.

SMILES	FLuc act counter	G6PDH CS	TNAP act hiacc	TNAP inh hiacc	PMI act	Efa HMGR inh	PMI act satM6P	Diaph act CS	Diaph inh CS	TNAP inh noacc
O=C(Cn1cc2c(n1)CCCC2)N1CCCc2ccccc21	1	-6	1	-3	0.9	-5	1	1	5	-7
O=C(CS(=O)(=O)Cc1ccccc1)NCc1ccc2c(c1)OCO2	1.1	11	1.1	-6	1	-1	0.9	1	-1	-12
Nc1cc(C(F)(F)F)ccc1-n1cccc1	1	16	1	0	1	-5	1.1	1.2	-16	-5
Cc1ccc(CN2CCCC(CO)(Cc3ccccc3C)C2)s1 (stereo not drawn)	1	7	1	-3	0.9	-5	0.9	0.8	20	-4
O=C1CN(C(=O)COc2ccc(Br)cc2Br)c2ccccc2N1	0.9	7	1.1	-6	0.9	0	0.8	0.8	21	-13
CC1CCCN(CCCNC(=O)C2CC(=O)N(c3ccc(F)c(Cl)c3)C2)C1 (stereo not drawn)	1.1	10	1	-4	1.1	-1	1.1	1	3	0
Fc1ccc(CSc2nncn2NC/C=C/c2ccccc2)cc1	1.1	-18	1	-2	0.9	6	0.9	0.8	20	-13
Cc1ccc2[nH]c3c(c2c1)CN(C(=O)CN1CCSCC1)CC3	1.1	-2	1.1	-7	0.9	-5	0.8	0.8	15	-14
Cn1nc(-c2ccccc2)c(C(=O)Nc2ccc(Cl)cc2)c1Cl	1	9	1	-1	0.9	-2	0.9	1	3	-6
CCOCCCn1c(=S)[nH]c2cc(C(=O)N3CCN(C)CC3)ccc2c1=O	1.1	5	1.1	-8	1	-5	1	0.8	17	-10
COc1ccc(OCCOC(=O)c2[nH]c(C)c(C(C)=O)c2C)cc1	1	3	1.1	-6	0.9	-6	0.9	0.8	17	-11
O=C1NCC(O)=C1C=NC12CC3CC(CC(C3)C1)C2	1.1&1.1	2&2	1&1	-4&-2	0.9&1	-8&0	0.9&1.1	0.8&1	17&4	-10&-11
CN1CCN(CC(=O)Nc2ccccc2[N+](=O)[O-])CC1	1	-8	1	4	0.9	-6	1	1	-2	-3
Clc1nc(NCCN2CCOCC2)nc(NCc2ccccc2)n1	1	-3	1	0	1.1	5	1.1	1.1	-10	-8
O=C(Nc1ccc2c(c1)OCCO2)C1CCCN(c2ncccn2)C1 (stereo not drawn)	0.6	-1	1.1	-5	1.1	-3	1.1	1	3	0

Pulled by compound from above (seven):
SMILES	FLuc act counter	G6PDH CS	TNAP act hiacc	TNAP inh hiacc	PMI act	Efa HMGR inh	PMI act satM6P	Diaph act CS	Diaph inh CS	TNAP inh noacc
CN1CCN(CC(=O)Nc2ccccc2[N+](=O)[O-])CC1	1	-8	1	4	0.9	-6	1	1	-2	-3
CCOCCCn1c(=S)[nH]c2cc(C(=O)N3CCN(C)CC3)ccc2c1=O	1.1	5	1.1	-8	1	-5	1	0.8	17	-10
Cn1nc(-c2ccccc2)c(C(=O)Nc2ccc(Cl)cc2)c1Cl	1	9	1	-1	0.9	-2	0.9	1	3	-6
Fc1ccc(CSc2nncn2NC/C=C/c2ccccc2)cc1	1.1	-18	1	-2	0.9	6	0.9	0.8	20	-13
O=C(CS(=O)(=O)Cc1ccccc1)NCc1ccc2c(c1)OCO2	1.1	11	1.1	-6	1	-1	0.9	1	-1	-12
Clc1nc(NCCN2CCOCC2)nc(NCc2ccccc2)n1	1	-3	1	0	1.1	5	1.1	1.1	-10	-8
O=C1CN(C(=O)COc2ccc(Br)cc2Br)c2ccccc2N1	0.9	7	1.1	-6	0.9	0	0.8	0.8	21	-13

Further entries follow.
SMILES	FLuc act counter	G6PDH CS	TNAP act hiacc	TNAP inh hiacc	PMI act	Efa HMGR inh	PMI act satM6P	Diaph act CS	Diaph inh CS	TNAP inh noacc
Cc1nn(-c2ccc(Cl)nn2)c(=O)c2ccccc12	0.7	-1	1	-3	1	1	0.9	0.9	6	-8
CCCN(CCC)CCNC(=O)C(NS(=O)(=O)c1ccc2c(c1)CCC(=O)N2)c1ccccc1 (stereo not drawn)	1.1	-8	1	-2	1	0	1	1.1	-8	-10
CCCOC(=O)c1c(NC(=O)CCC(=O)O)sc2c1CCCCC2	1.1	7	1	-4	1	-3	0.9	0.9	7	-1
Cc1sc(NC(=O)COc2ccccc2)c(C#N)c1C	0.9	2	1	-1	0.4	2	0.7	0.9	10	-9
Nc1cc(Br)c(N)c(Br)c1	1	0	1	0	0.9	2	0.8	0.8	20	-4
Oc1ccccc1C1=NOC(O)(C(F)F)C1 (stereo not drawn)	1.1	7	1	3	1	1	1	1	2	7
CCn1c(SCC(=O)Nc2ccccc2C(=O)OC)nnc1-c1cccc(C)c1	1	2	1	-4	1	1	1	0.9	8	-22
O=C(Nc1ccccc1C(=O)N/N=C/c1ccco1)c1ccc(F)cc1	0.2	-7	1	1	1	-2	0.9	0.9	8	-3
Fc1ccc(-n2nnc(-c3cccnc3Cl)n2)cc1	0.3	-3	1	-1	0.9	-5	1	1	-2	-4
COc1ccc(-n2nc(C(N)=O)c(O)cc2=O)cc1	1	2	1	-1	1.1	1	0.9	0.9	6	-2
CN(C)c1ccc(C(=S)N2CCCCC2)cc1	1	7	1.1	-7	1	-2	1	0.8	20	-10
CCNc1nc(NCC)nc(OCCOC(=O)c2ccccc2)n1	1	6	1	-5	0.9	-7	0.9	0.8	16	-10
COCCNC(=O)C(c1ccc(C)o1)N(Cc1ccco1)C(=O)c1snc(C(N)=O)c1N (stereo not drawn)	1.1	9	1	-1	1.1	-6	1.2	0.9	6	-7
CCOC(=O)Cc1nc2ccccc2o1	1	5	1	-5	1.1	-3	1.1	1	3	-13
COc1cc(CNn2nnnc2N)ccc1OCC(=O)NC(C)(C)C	1.1	2	1.1	-7	1.1	-7	1.1	0.9	7	-11
CC(C)OCCCNC(=O)C(C)Oc1ccccc1 (stereo not drawn)	1.1	-4	1.1	-12	1	-1	1	0.8	17	-16
CCOP(=O)(c1ccc(N(C)C)cc1)C(O)c1c(Cl)cccc1Cl (stereo not drawn)	1.1	14	1	-5	0.9	1	0.9	0.9	10	-13
Cc1nc2sc(C(=O)Nc3ccccc3)c(N)c2c(C)c1[N+](=O)[O-]	0.9	5	1	-4	1.1	-7	1.1	0.9	14	-3
COc1ccc(C(=O)NC(Oc2ccccc2)C(Cl)(Cl)Cl)cc1 (stereo not drawn)	1	-1	1	-2	0.9	-5	1	0.9	6	-9
CCC(C)(C)NC(=O)CN(C(=O)c1csnn1)c1ccccc1-c1ccccc1	1	8	1	-3	1	3	1.1	1	-3	-7
CN(Cc1ccccc1)C(=O)c1ccccc1NC(=O)c1ccccc1	1.1	7	1	-4	1	-3	1	0.9	14	-4
Cn1c(=O)n(C)c2cc(C(N)=O)ccc21	1	2	1	-1	0.9	-8	0.9	1	5	-4
CCn1cc(CN2CCc3c([nH]c4ccccc34)C2c2ccc(F)c(OC)c2)c(C)n1 (stereo not drawn)	1	7	1.1	-5	0.9	-4	0.9	0.8	20	-8
CC(C)c1nc(C(=O)N2CCCC(CCC(=O)N(C)CCc3ccccn3)C2)cs1 (stereo not drawn)	1	16	1	-1	0.8	-10	0.9	0.8	15	-7
Cc1ccc(/C=N/NC(=O)Cn2cncn2)cc1	1	-3	1	-2	1.1	-2	1	0.9	6	-10
Cc1cc(=O)n2[nH]c(-c3ccco3)nc2n1	1	-2	1	-2	1.2	0	1.2	1	-2	-20
Cc1cccc(OCCNC(=S)NC(=O)c2cccnc2)c1	1	16	1	4	0.9	-3	0.9	0.9	11	7
COc1ccc2c(OC)c3ccoc3nc2c1OC	0.9	5	1	-1	1	-3	1	0.9	6	-6
N#CC1=C(N)Oc2ccc3ccccc3c2C1c1cccnc1 (stereo not drawn)	1	2	1	1	1	-3	0.9	1	3	-1
Cc1nc2ccccn2c1C(=O)NN	1	2	1	0	0.9	1	1	1	2	-6
COC(=O)c1cc2sc(Cl)cc2n1CC(=O)NCC1CCCO1 (stereo not drawn)	1.1	15	1	-4	1	-4	1	1	0	-4
COC(=O)C1=C(N)Oc2cc(C)[nH]c(=O)c2C1c1cccnc1 (stereo not drawn)	1.1	5	1	-4	1.1	0	1	1	0	1
C/C(=N\NC(=O)c1ccc(Br)cc1)C1C(=O)c2ccccc2C1=O	1.1	-3	1.1	-9	1.1	-12	1.2	0.9	10	4
O=[N+]([O-])c1ccccc1S(=O)(=O)n1cnc2ccccc21	1.1	2	1	1	x	-2	x	x	x	-5
Nc1cc(C(=O)c2ccccc2)ccc1[N+](=O)[O-]	1.1	8	1	3	1.1	-2	1.1	0.9	5	-1
CNc1ccc(S(=O)(=O)NCC(=O)OCC(=O)Nc2cccc(Cl)c2Cl)cc1[N+](=O)[O-]	1.1	0	1	2	1	6	0.9	0.8	20	3
CN(C)C(=O)C(=O)c1cccn1-c1ccccc1C#N	1.1	2	1.1	-7	1.1	2	1.1	0.8	18	-6
CCCCNc1nc(CC(C)=O)ns1	1.1	8	1	-2	1.1	-3	1.1	0.9	7	1
Cc1cc(C)nc(-n2nc(C)c(Sc3ccc(F)cc3)c2N)n1	1	5	1	-1	1	-5	1	1	5	-6
O=c1cnnc(Nc2ccc(Nc3ccccc3)cc2)[nH]1	1	0	1	-1	1	3	1	1	5	-5
O=c1sc(Nc2ccccc2)nc2ccccc12	1.1	7	1	-3	x	3	x	x	x	-8
COCCNC(=O)CCc1nnc(C2(c3ccc(Cl)cc3)CCC2)o1	1	18	1	-4	0.9	13*	0.9	0.9	11	-6
O=C(O)c1ccc(NC(=O)c2cn(-c3ccccc3)nc2-c2ccccc2)cc1	0.7	10	1	-2	1	1	1	0.9	14	-8
O=C(NCCc1csc(-c2ccc(C(F)(F)F)cc2)n1)c1cccs1	1.1	-23	1.1	-7	0.8	-11	0.8	0.8	22	2
CCCn1c(=S)[nH]c2ccccc2c1=O	1	14	1.1	-5	1	15*	1	0.8	19	-6
Cc1nn2c(-c3ccc(Cl)cc3)nnc2s1	1	12	1.1	-8	1	-2	1	0.8	15	-12
COc1ccccc1Oc1coc2cc(OC(=O)N3CCOCC3)ccc2c1=O	1.1	-1	1.1	-6	0.9	-6	0.9	0.8	17	-9
CCOC(=O)c1cc(-c2ccco2)nc2c1c(C)nn2-c1cccc(Cl)c1	1.1	-3	1	1	0.8	1	0.8	0.8	22	-4
